MITF primary – inhibitors of human MITF. O75030. AlphaScreen MITF homodimerization, bead proximity signal. inhibition, % at 2.6 µM. 650,000 compounds, 0.91% hits; in the data active = inhibition above about 50%;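 note: 0% = vehicle wells with protein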
Target sequence (O75030 whole entry, looked up): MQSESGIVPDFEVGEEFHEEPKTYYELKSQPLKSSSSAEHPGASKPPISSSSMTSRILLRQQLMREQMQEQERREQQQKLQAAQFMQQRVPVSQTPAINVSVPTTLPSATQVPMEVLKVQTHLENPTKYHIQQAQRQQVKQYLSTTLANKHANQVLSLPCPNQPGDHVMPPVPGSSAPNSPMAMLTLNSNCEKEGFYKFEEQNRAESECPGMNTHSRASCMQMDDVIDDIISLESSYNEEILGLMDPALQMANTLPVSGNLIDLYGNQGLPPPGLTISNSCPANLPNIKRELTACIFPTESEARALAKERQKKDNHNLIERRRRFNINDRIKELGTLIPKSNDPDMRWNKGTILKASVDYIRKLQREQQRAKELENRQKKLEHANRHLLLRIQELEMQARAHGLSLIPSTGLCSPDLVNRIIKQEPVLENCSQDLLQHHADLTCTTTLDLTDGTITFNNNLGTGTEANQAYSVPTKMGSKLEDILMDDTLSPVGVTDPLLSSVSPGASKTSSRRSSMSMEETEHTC
GPR151 activ – human GPR151 activation. PathHunter beta-arrestin GPR151 cells, luminescence. activation, % at 11.2 µM. 650,000 compounds, 1% hits. AID 1508602; in the data active = activation above about 4.9%;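 note: 0% = median of compound wells and 100% = cells with positive control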
Target sequence (Q8TDV0 whole entry, looked up): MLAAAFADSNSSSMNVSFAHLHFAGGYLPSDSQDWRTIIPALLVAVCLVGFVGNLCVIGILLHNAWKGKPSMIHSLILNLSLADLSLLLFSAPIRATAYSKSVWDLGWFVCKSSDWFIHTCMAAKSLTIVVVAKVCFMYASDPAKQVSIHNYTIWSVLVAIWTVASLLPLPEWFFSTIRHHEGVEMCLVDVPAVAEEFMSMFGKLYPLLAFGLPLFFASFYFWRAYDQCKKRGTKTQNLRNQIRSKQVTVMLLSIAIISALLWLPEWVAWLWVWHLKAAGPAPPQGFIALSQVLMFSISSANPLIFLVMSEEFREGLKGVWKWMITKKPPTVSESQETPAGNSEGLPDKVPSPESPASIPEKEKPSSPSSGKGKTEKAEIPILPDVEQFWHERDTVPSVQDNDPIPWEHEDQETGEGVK
TEAD-YAP inh – TEAD-YAP interaction inhibition; HEK-TIYL cells, TEAD-Gal4/YAP UAS-luciferase luminescence; inhibition, % at 9.12 µM; 640,000 compounds, 1.4% hits; AID 1259422; in the data active = inhibition above about 32%;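 note: 0% = median of test compound wells and 100% = reference inhibitor wells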
FBW7 activator – activators of human E3 ligase FBW7. Q969H0. AlphaScreen FBW7–phospho-cyclin E peptide binding, activator screen. normalized activity (activation), % at 26.1 µM. 650,000 compounds, 0.13% hits; in the data active = normalized activity above about 1.9%;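 note: purified mutant Fbw7 with reduced substrate affinity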
The depositor's hits bear a star; & = joins results of further samples; ! = a repeat was not active.

| SMILES | FBW7 activator | GPR151 activ | MITF primary | TEAD-YAP inh |
| --- | --- | --- | --- | --- |
| COc1ccc(-c2[nH]c3ccccc3c2C(C[N+](=O)[O-])c2ccco2)cc1 (stereo unspecified) | -0.1 | 0.3 | 1 | -4 |
| COC(=O)CCS(=O)(=O)c1nc(-c2ccc(OC)c(OC)c2)cc(C(F)(F)F)n1 | 0.2 | 1.6 | 0 | -4 |
| CCOc1ccc(NC(=O)Nc2cccc(C)c2)c([N+](=O)[O-])c1 | 0.0 | -0.1 | 21 | -39 |
| COc1ccc(N/C=C\C(=O)c2ccc(C)cc2)cc1 | -0.1 | -1.1 | 8 | -34 |
| COc1ccccc1/C=C\C1Nc2cccc3cccc(c23)N1 | 0.1 | -0.6 | 10 | 5 |
| Cc1cc(C)c2[nH]c(=O)c(C(c3nnnn3C(C)(C)C)N3CCOCC3)cc2c1 (stereo unspecified) | -0.3 | -0.2 | 1 | 0 |
| O=C1CC(c2ccc(OCc3ccccc3)cc2)c2ccc3ccccc3c2N1 (stereo unspecified) | 0.0 | -1.6 | 11 | 2 |
| CC(C)C[C@@H]1NC(=O)[C@@H]2C[C@H](NC(=O)c3cc(F)ccc3F)CN2C1=O | 0.0 | -1.1 | -6 | 6 |
| Cc1ccccc1CC1(CO)CCCN(C(=O)CSc2nncn2C)C1 (stereo unspecified) | 0.0 | -0.7 | 4 | 2 |
| O=C(Cc1ccccc1)NCC(=O)OCC(=O)c1ccc(OC(=O)c2ccccc2)cc1 | -0.1 | 2.2 | -17 | 1 |
| Oc1ccc(CN2CCN(Cc3ccccc3)CC2)c2cccnc12 | -0.9 | -0.3 | 95* | 1 |
| CCCOc1ccc(C(=O)Nc2cccc(C(=O)Nc3ccccc3C(=O)O)c2)cc1 | -0.1 | 0.4 | 0 | 3 |
| CCN(CC)CCCn1c2c(c(SCC(=O)Nc3ccccc3F)nc1=O)CCC2 | 0.1 | -1.0 | 14 | 0 |
| O=C(O)c1cc(C(=O)O)n(Cc2ccc(Cl)cc2Cl)n1 | 0.2 | -0.5 | -18 | -4 |
| COc1ccc(NC(=O)CSc2nnc(CNC(=O)c3ccc(S(=O)(=O)N4CCCC4)cc3)n2-c2ccc(F)cc2)cc1 | 0.1 | 0.9 | -7 | 1 |
| CC(Sc1nnc(NCc2ccccc2)s1)C(=O)NC(N)=O (stereo unspecified) | 0.2 | -2.4 | 12 | -1 |
| O=C(Cn1cnc2c(nnn2Cc2ccc(F)cc2)c1=O)Nc1cccc(F)c1 | 0.4 | -0.3 | -15 | -11 |
| COc1ccccc1-c1ccc(=O)n(CC(=O)Nc2ccccc2Br)n1 | 0.0 | 1.0 | 6 | 8 |
| CCc1ccc(NC(=O)CSc2nc3ccsc3c(=O)n2-c2ccccc2)cc1 | 0.6 | -0.6 | 15 | 18 |
| O=S(=O)(c1cccc(Cl)c1)N1CCC(c2nc3ccccc3[nH]2)CC1 | -0.2 | -0.4 | -8 | 18 |
| NCC(O)c1ccc(O)c(O)c1 (stereo unspecified) | -0.3&-0.5&-0.1&-0.3 | 0.4&4.1&0.6&-0.8 | 77*! | 8&-2&1 |
| CCOC(=O)/C=C/C(=O)OCC(=O)Nc1ccccc1C#N | 0.3 | 0.2 | 24 | 7 |
| Cc1cccc(NC(C)C(=O)N/N=C/c2ccccc2F)c1 (stereo unspecified) | 0.1 | -0.1 | 8 | 17 |
| COc1cccc(C2CC(c3cccs3)=NN2C(=O)CSc2nnc(CNC(=O)c3ccccc3)n2-c2ccccc2)c1OC (stereo unspecified) | 0.5 | 0.3 | 70* | 3 |
| Cc1ccc(NC(=O)CN2CCN(Cc3ccccc3)CC2)cc1Br | 0.1 | -0.5 | 15 | 8 |
| Fc1ccccc1C1NCCc2cc3c(cc21)OCCO3 (stereo unspecified) | -0.1 | -0.2 | 1 | 7 |
| COc1ccc(S(=O)(=O)NC(Cc2c[nH]c3ccccc23)C(=O)O)cc1[N+](=O)[O-] (stereo unspecified) | 0.4 | 0.6 | 10 | 6 |
| O=C(NC(=S)NNC(=O)c1cc(-c2ccccc2)nc2ccccc12)c1cccnc1 | 0.5 | 0.8 | 17 | 4 |
| CCOC(=O)c1c(NC(=O)COc2cc(Cl)ccc2Cl)sc(C)c1C | 0.1 | -1.2 | 21 | 7 |
| COc1cccc(N2C(=O)C3CC=C(Cl)CC3C2=O)c1 (stereo unspecified) | 0.2 | 1.9 | 0 | 3 |
| COc1ccc(/C=C2\SC(=O)N(CC(=O)Nc3ccc(F)cc3)C2=O)cc1O | 0.0 | 6.2* | -8 | 1 |
| O=C(CC1C(=O)NCCN1Cc1ccc(F)cc1)NCC1(O)CCCCC1 (stereo unspecified) | 0.1 | -0.1 | -16 | 1 |
| CCSc1nnc(NC(=O)CC(C)(C)CC(=O)OCC(F)(F)C(F)F)s1 | 0.0 | -0.4 | 49 | -5 |
| CCN(CC)CCN(C)Cc1ccc(F)cc1F | 0.0 | 0.4 | 57* | 7 |
| O=C(Cc1c(O)c2ccccc2[nH]c1=O)NCc1ccc(F)cc1 | 0.0 | -0.2 | -4 | 0 |
| O=C(COc1ccc(N2CCN(c3ccccn3)CC2)nn1)NCCc1ccco1 | 0.0 | -0.3 | 3 | 14 |
| COc1ccc(NC(=O)CCCCCN2C(=O)c3cccc([N+](=O)[O-])c3C2=O)cc1 | 0.0 | -0.9 | 9 | 8 |
| CCCCC(=O)Nc1nc(-c2ccc3c(c2)OCCO3)cs1 | -0.1 | 4.5 | 4 | -46 |
| COC(=O)c1cc(C(O)(C(F)(F)F)C(F)(F)F)c(/N=C/N(C)C)s1 | 0.3 | 2.1 | 14 | -12 |
| Fc1cc(-c2cn[nH]c2)ccc1NC(=S)C1COc2ccccc2O1 (stereo unspecified) | -0.1 | 2.4 | 8 | -9 |
| COc1ccc(CNCCC2CCC(=O)N2CCc2ccc(F)cc2)cc1 (stereo unspecified) | -0.1 | -0.6 | 5 | 5 |
| O=[N+]([O-])c1ccc(Nc2ccc3c(c2)OCO3)nc1 | -0.2 | -1.0 | 19 | -16 |
| CCOc1ccc(/C=c2\sc3nc(-c4cccnc4)nn3c2=O)cc1OC | 0.1 | 2.1 | 18 | -5 |
| Cc1c(C(=O)Nc2ccc(F)cc2)oc2c1-c1[nH]ncc1CC2 | -0.1 | -1.5 | -5 | -65 |
| CCOc1ccc(/C=C(/C#N)C(=O)NC2CCCC2)c2ccccc12 | -0.4 | 0.3 | 6 | -1 |
| COc1ccccc1-n1c(SCC2OCCO2)nc2c(sc(=S)n2-c2ccc(C)c(C)c2)c1=O | 0.0 | 1.0 | 4 | -6 |
| Cc1cc(N(C)CCO)n2nc(C)c(-c3ccc(F)cc3)c2n1 | 0.4 | 1.4 | 15 | -10 |
| COc1ccccc1NC(=O)c1c(N)sc2c1CCN(C)C2 | -0.1 | 0.0 | 3 | -4 |

Random excerpt: 6 entries already listed.
| SMILES | FBW7 activator | GPR151 activ | MITF primary | TEAD-YAP inh |
| --- | --- | --- | --- | --- |
| COc1ccc(NC(=O)CCCCCN2C(=O)c3cccc([N+](=O)[O-])c3C2=O)cc1 | 0.0 | -0.9 | 9 | 8 |
| COc1ccccc1NC(=O)c1c(N)sc2c1CCN(C)C2 | -0.1 | 0.0 | 3 | -4 |
| Cc1c(C(=O)Nc2ccc(F)cc2)oc2c1-c1[nH]ncc1CC2 | -0.1 | -1.5 | -5 | -65 |
| Fc1cc(-c2cn[nH]c2)ccc1NC(=S)C1COc2ccccc2O1 (stereo unspecified) | -0.1 | 2.4 | 8 | -9 |
| COc1ccccc1-n1c(SCC2OCCO2)nc2c(sc(=S)n2-c2ccc(C)c(C)c2)c1=O | 0.0 | 1.0 | 4 | -6 |
| CCOc1ccc(/C=C(/C#N)C(=O)NC2CCCC2)c2ccccc12 | -0.4 | 0.3 | 6 | -1 |

New compounds follow
| SMILES | FBW7 activator | GPR151 activ | MITF primary | TEAD-YAP inh |
| --- | --- | --- | --- | --- |
| Cc1cc(C)n2nc(SCC(=O)NCCC(C)C)nc2n1 | 0.1 | 0.2 | 4 | 10 |
| Cc1cc(C)n(CC(=O)NNC(=O)COc2ccc(Cl)cc2Cl)n1 | 0.3 | -1.3 | 10 | 14 |
| COc1cccc(-c2nnc(SCC(=O)NCc3ccco3)n2-c2ccccc2)c1 | -0.3 | -1.4 | -7 | 5 |
| CC(C)(C)C(=O)Nc1nnc(SCC(=O)NC2CCCCC2)s1 | -0.1 | -0.9 | 2 | -7 |
| O=C(CSc1nc(=O)n(CCN2CCOCC2)c2c1CCC2)Nc1ccc(F)c(F)c1 | 0.1 | 1.1 | -1 | -6 |
| O=C(CCNc1cccc(Br)c1)c1cccs1 | 0.3 | -1.2 | 14 | -22 |
| O=C(Nc1ccc(-c2nc3ccccc3o2)cc1)c1ccc(C(=O)c2ccccc2)cc1 | 0.5 | 0.6 | 16 | 4 |
| COc1cc(CN2CCN(Cc3ccc(C)cc3)CC2CCO)cc(OC)c1 (stereo unspecified) | 0.0 | -1.5 | 5 | 9 |
| COc1ccc(S(=O)(=O)N2c3ccccc3CC2C)cc1[N+](=O)[O-] (stereo unspecified) | -0.2 | 1.1 | 2 | -5 |
| CC1(C)C(=O)Nc2ccc(OC(F)(F)F)cc21 | 0.1 | -1.0 | -11 | 12 |
| Nc1ccccc1C(=O)NNc1ccc([N+](=O)[O-])cc1[N+](=O)[O-] | 0.2 | 0.1 | 12 | 5 |
| Cc1nc2ccccc2nc(C)c1=NOCc1cccc(F)c1 | 0.0 | 0.4 | 0 | -62 |
| Cc1cn2c(=O)c(C(=O)NC3CCC(O)CC3)cnc2s1 (stereo unspecified) | 1.0 | 4.4 | 11 | 10 |
| Cc1nc(NCc2cnc(-c3ccccc3)s2)sc1-c1ccn(Cc2ccncc2)n1 | 0.1 | -0.5 | 6 | 24 |
| O=C(COc1ccccc1)N1c2ccccc2Sc2ccccc21 | 0.1 | 0.1 | -8 | 62* |
| CCOC(=O)c1sc(NC(=O)C(C)Sc2nnc(CNC(=O)Cc3ccccc3)n2-c2cccc(C)c2)c(C(=O)OCC)c1C (stereo unspecified) | 0.2 | -1.0 | 9 | 5 |
| CCN1C(=O)C(O)(CC(=O)c2ccccn2)c2ccccc21 (stereo unspecified) | -0.2 | 0.1 | 0 | -3 |
| CC(C)(C)n1nc2c(c1NC(=O)c1ccc(F)cc1)CS(=O)(=O)C2 | -0.1 | -0.3 | -3 | -1 |
| Cc1cc(C)nc(N(C#N)Cc2cccc([N+](=O)[O-])c2)n1 | -0.1 | 2.2 | 3 | -5 |
| Cc1c(F)cccc1NC(=O)CCC(=O)O | 0.1 | -0.2 | 21 | 5 |
| CC(C)n1cnc2c(NCCc3ccc(O)cc3)nc(Nc3nccc4ccccc34)nc21 | -0.1 | 1.0 | 3 | 30 |
| NC(CCCP(=O)(O)O)C(=O)O (stereo unspecified) | -0.1&0.0 | 0.2&-0.4 | 20&21 | 6 |
| COC(=O)c1ccc(N=Cc2nc(-c3ccc(C)cc3)oc2O)cc1 | 0.0 | -0.7 | 12 | 8 |
| CCOC(=O)c1ccc(NC(=O)COc2ccc(CC)cc2)cc1 | 0.0 | 4.9* | 4 | 3 |
| COc1cccc(C2CC(=O)NC3=C2C(=O)CC(c2ccccc2Cl)C3)c1OC (stereo unspecified) | 0.0 | -0.7 | -17 | -11 |
| CSc1ccc2nc(N3CCN(C(=O)c4c(C)cnn4C)CC3)sc2c1 | 0.2 | -0.1 | -22 | 44* |
| O=C(Nc1ccc2c(c1)CCCN2C(=O)C1CC1)c1ccc2c(c1)OCO2 | 0.6 | -1.8 | 12 | -36 |
| CC1(c2ccc3c(c2)OCCO3)NC(=O)N(CC(=O)N2CCCc3ccccc32)C1=O (stereo unspecified) | 0.1 | -1.5 | -7 | 2 |
| O=C(CN1CCc2ccccc2C1)NCc1ccccc1Cl | -0.2 | 3.0 | 6 | -4 |
| COc1ccc(-n2c(SCC(=O)Nc3ccccc3Cl)nc3n[nH]c(C)c3c2=N)cc1 | 0.2 | 1.8 | -2 | -5 |
| CCCCOC(=O)C1=C(C)NC(=O)NC1c1ccc(Cl)c(Cl)c1 (stereo unspecified) | -0.1 | 1.1 | -15 | -1 |
| COc1ccc(-c2nc3ccccc3c(=O)o2)cc1N1C(=O)c2ccc(C(=O)O)cc2C1=O | 0.0 | -2.3 | 5 | -6 |
| CCOCc1c[nH]c(=O)[nH]c1=O | -0.1 | 2.2 | 9 | 9 |
| Cc1ncn(-c2ccc(Nc3nccc(-c4ccc(N5CCN(C)CC5)c(C#N)c4)n3)cc2)n1 | -0.2 | -0.1 | 12 | 14 |
| CC(C)NS(=O)(=O)c1ccc(NC(=O)COc2ccc(Br)cc2)cc1 | 0.0 | 1.7 | 0 | -10 |
| O=C(NCc1ccccc1)/C(=C/c1ccco1)NC(=O)c1ccco1 | -0.2 | 4.2 | 7 | -4 |

Complete entries as entered above:
CCOCc1c[nH]c(=O)[nH]c1=O as listed: FBW7 activator = -0.1; GPR151 activ = 2.2; MITF primary = 9; TEAD-YAP inh = 9
COc1ccc(-n2c(SCC(=O)Nc3ccccc3Cl)nc3n[nH]c(C)c3c2=N)cc1 as listed: FBW7 activator = 0.2; GPR151 activ = 1.8; MITF primary = -2; TEAD-YAP inh = -5

Carrying on.
| SMILES | FBW7 activator | GPR151 activ | MITF primary | TEAD-YAP inh |
| --- | --- | --- | --- | --- |
| COC(=O)C1=C(C)NC2=C(C(=O)CCC2)C1c1ccc(SC)cc1 (stereo unspecified) | 0.1 | 0.7 | 5 | 10 |
| COc1cc(-c2cnc3ccc(NCc4cc(OC)c(OC)c(OC)c4)nn23)ccc1O | 0.4 | 0.5 | 9 | -9 |
| COc1cc(Nc2nc(NCc3nc4ccccc4[nH]3)c3ncn(C(C)C)c3n2)cc(OC)c1OC | 0.0 | 1.0 | -3 | 48* |
| CC(C)CC(C(=O)NC1CCCC(C)C1C)N1C(=O)c2ccccc2C1=O (stereo unspecified) | -0.1 | 1.2 | 16 | 11 |
| COC(=O)c1ccc(N2C(=O)/C(=C/c3ccc(OC)cc3)C=C2c2ccccc2)cc1 | 0.0 | -1.4 | -1 | -2 |
